# High-throughput results from PubChem.
# FBW7 activator: human FBW7 E3 ligase activation, primary screen; AID 1259310; Q969H0; normalized activity (activation), % at 26.1 µM; AlphaScreen FBW7–phospho-cyclin E peptide binding, activator screen; 650,000 compounds, 0.13% hits; in the data active = normalized activity above about 1.9%;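 note: purified mutant Fbw7 with reduced substrate affinity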
# TEAD-YAP block: TEAD-YAP interaction inhibition; HEK-TIYL cells, TEAD-Gal4/YAP UAS-luciferase luminescence; inhibition, % at 9.12 µM; 640,000 compounds, 1.4% hits; AID 1259422; in the data active = inhibition above about 32%;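 note: 0% = median of test compound wells and 100% = reference inhibitor wells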
# GPR151 ag: activates the human receptor GPR151; Q8TDV0; PathHunter beta-arrestin GPR151 cells, luminescence; activation, % at 11.2 µM; 650,000 compounds, 1% hits; AID 1508602; in the data active = activation above about 4.9%;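 note: 0% = median of compound wells and 100% = cells with positive control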
# Target sequence (Q8TDV0 whole entry, looked up): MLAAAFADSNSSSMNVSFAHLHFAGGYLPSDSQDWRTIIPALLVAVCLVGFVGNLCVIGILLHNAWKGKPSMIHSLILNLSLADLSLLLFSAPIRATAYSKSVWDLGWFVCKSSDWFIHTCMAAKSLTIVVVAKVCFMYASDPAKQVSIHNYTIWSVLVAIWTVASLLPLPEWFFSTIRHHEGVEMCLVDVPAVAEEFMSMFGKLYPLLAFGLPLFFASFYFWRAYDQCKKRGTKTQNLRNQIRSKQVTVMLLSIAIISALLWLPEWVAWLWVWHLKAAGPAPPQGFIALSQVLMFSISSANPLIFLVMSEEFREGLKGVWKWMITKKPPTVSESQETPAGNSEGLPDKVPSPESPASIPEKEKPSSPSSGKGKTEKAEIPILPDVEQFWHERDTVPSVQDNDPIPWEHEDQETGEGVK
# MITF inh: inhibitors of human MITF; O75030; AID 1259374; 650,000 compounds, 0.91% hits; inhibition, % at 2.6 µM; AlphaScreen MITF homodimerization, bead proximity signal; in the data active = inhibition above about 50%;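 note: 0% = vehicle wells with protein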
# Target sequence (O75030 whole entry, looked up): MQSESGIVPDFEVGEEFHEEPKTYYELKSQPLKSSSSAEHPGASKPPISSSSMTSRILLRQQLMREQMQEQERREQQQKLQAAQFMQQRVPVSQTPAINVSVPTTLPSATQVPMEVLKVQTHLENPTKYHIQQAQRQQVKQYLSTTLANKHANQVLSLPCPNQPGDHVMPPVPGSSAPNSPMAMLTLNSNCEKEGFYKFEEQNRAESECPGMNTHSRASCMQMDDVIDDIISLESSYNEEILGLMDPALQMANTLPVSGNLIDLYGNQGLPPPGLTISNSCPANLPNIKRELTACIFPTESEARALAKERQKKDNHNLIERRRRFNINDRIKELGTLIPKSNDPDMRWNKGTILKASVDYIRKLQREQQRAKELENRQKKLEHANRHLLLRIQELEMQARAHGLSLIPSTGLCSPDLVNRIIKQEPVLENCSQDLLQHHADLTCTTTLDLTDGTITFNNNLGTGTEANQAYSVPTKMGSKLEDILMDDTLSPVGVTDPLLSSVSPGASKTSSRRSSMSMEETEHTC
# An asterisk follows results filed as active; & = joins results of further samples. This is a random part of the collection; about 3.4% have a hit in one of these screens.
structure,TEAD-YAP block,FBW7 activator,MITF inh,GPR151 ag
COc1ccc(CN2CCN(Cc3cccc4ncccc34)CC2CCO)c(F)c1 (centres undefined),21.6,0.1,3.9,-1.0
COc1ccc(S(=O)(=O)N2CCC(c3ccccc3)CC2)c2ccccc12,1.4,0.0,4.2,0.6
COC(=O)c1ccc2c(=O)n3nc(Nc4ccc5c(c4)OCO5)sc3nc2c1,-6.8,-0.1,-5.2,-0.3
O=C(NNc1nc2ccccc2s1)c1ccccc1F,-12.0,-0.1,0.7,1.1
CC1CN(Cc2ccc(OCCO)cc2)Cc2cc(Cl)ccc2O1 (centres undefined),4.6,0.1,-20.5,0.6
Cc1ccc2nsnc2c1NC(=O)c1cccc([N+](=O)[O-])c1,-6.1,0.3,14.9,-2.0
Cc1cccc2cc(CN(CCCO)C(=O)Nc3cccc(Cl)c3)c(=O)[nH]c12,4.3,-0.1,0.7,-0.3
O=C(CN1C(=O)c2ccccc2S1(=O)=O)N1CCc2ccccc21,73.9*,0.3,-15.5,-0.2
COC(=O)CCC(=O)N1CCc2cc(S(=O)(=O)NC(C)(C)C)ccc21,-2.7,-0.2,3.0,-0.1
COc1nc(SC)nc(Cl)c1Cc1ccc(OC(C)C)cc1,-7.3,0.2,0.8,2.3
CCN(CC)C(=O)CN(c1cccc(Cl)c1Cl)S(C)(=O)=O,3.0,-0.1,-2.3,0.5
O=C(CC1CCCCC1)Nc1ccc(F)cc1,-58.1,0.3,-5.7,2.1
O=C(N/N=C/c1ccc2c(c1)OCO2)c1cncc(Br)c1,-5.8,-0.2,-2.8,-0.4
CCc1nn(Cc2ccc(C(=O)OC)o2)c(=O)c2cc3ccsc3n12,2.2,0.0,-9.6,-0.2
Cc1cccc(NS(=O)(=O)c2cc([N+](=O)[O-])c(C)c([N+](=O)[O-])c2)c1,-6.9,-0.1,0.3,0.8
C=CCNC(=O)COc1nc(-c2cccs2)cc(C(F)(F)F)n1,-6.4,-0.2,1.8,-0.7
CCn1c2ccccc2c2cc(CN3CCN(C(=O)c4ccccc4F)CC3)ccc21,-8.3,-0.2,33.2,-1.2
COc1ccc(Oc2coc3cc(OC(=O)C(C)(C)C)ccc3c2=O)cc1,-0.5,-0.1,-9.3,-1.0
CCC(=O)N(CCC1(c2ccccc2)CCOC(C)(C)C1)Cc1ccc(OC)c(OC)c1 (centres undefined),-14.9,0.0,-3.3,-1.0
COc1ccc(CCNC(=O)CC2CSc3ncc(C)c(=O)n32)cc1 (centres undefined),3.8,0.3,13.6,-2.0
COc1ccc(-n2c(C)cc(C(=O)COC(=O)c3cccnc3Cl)c2C)cc1,-5.8,-0.2,4.4,2.6
Cc1ccccc1CN1CCN(Cc2ccc(O)cc2)CCC1=O,2.7,0.1,5.2,1.6
CC(C)NC(=O)CSCc1c(Cl)cccc1Cl,-4.4,0.1,7.3,-2.5
COc1ccc2c(c1)CCc1cnc(-n3ncc(C(=O)N(C)CCO)c3C3CC3)nc1-2,-3.1,0.1,4.6,0.5
Cc1ccc(S(=O)(=O)N2C[C@@H](O)C[C@@H]2C(=O)Nc2ccc3[nH]ncc3c2)cc1,4.0,0.0,2.5,-1.4
Cc1ccccc1CSCC(=O)N1c2ccccc2NC(=O)C1(C)C,14.7,0.0,7.4,-0.5
CN(C)C(=O)CN(c1ccccc1Cl)S(C)(=O)=O,-9.1,0.1,-4.0,-0.3
CCC(CC)C(=O)Nc1nnc(C(F)(F)F)s1,20.2,0.2,11.2,-0.2
CCC(C)NC(=O)CN(Cc1ccc(C)cc1)S(=O)(=O)c1ccccc1 (centres undefined),18.1,0.5,-5.6,0.4
O=[N+]([O-])c1ccc(S(=O)(=O)Nc2noc3ccccc23)cc1,10.2,0.0,1.3,0.9
O=C(CN(Cc1ccc(Br)cc1)S(=O)(=O)c1ccccc1)NCC1CCCO1 (centres undefined),-13.2,0.7,14.6,0.2
COC(=O)c1ccc2c(c1)NC(=O)C(N(C)C1CCCCC1)S2 (centres undefined),2.5,-0.2,2.4,0.9
Cc1nc(NS(=O)(=O)c2ccccc2)sc1C(=O)Nc1ccccc1,-51.1,-0.6,-1.4,0.1
CC(C)n1cnc2c(NCCOc3ccccc3)nc(Nc3ccccc3)nc21,-1.2,-0.1,13.7,-1.0
O=C(N/N=C/c1ccc(Br)s1)c1ccccc1[N+](=O)[O-],-7.4,0.0,-4.6,0.2
CCOC(=O)N1CCN(C(=O)CN(c2cccc(Cl)c2Cl)S(C)(=O)=O)CC1,10.2,0.0,8.1,1.7
Cc1ccc(/C=N/NC(=O)c2ccncc2)cc1,-1.1,-0.1,6.8,1.4
CCCCn1c(NCc2ccccc2)nc2c1c(=O)[nH]c(=O)n2C,-7.6,0.3,5.6,1.7
CSc1ccc(/C=C/C2=CC(C)(C)NC(=S)N2)cc1,-9.8,0.0,8.0,3.2
CS(=O)(=O)N(Cc1ccccc1)c1ccccn1,8.9,-0.2,0.8,0.3
Nn1c(Cc2ccccc2F)nnc1SCc1cc(=O)oc2cc(O)c(O)cc12,6.2,-0.7,95.2*,-0.7
Cc1cc(Cl)c(S(=O)(=O)NCc2ccccc2)cc1OCC(N)=O,-1.5,0.2,13.5,1.8
O=C(CN1c2cccc3cccc(c23)S1(=O)=O)Nc1ccccc1F,-0.8,0.2,9.5,2.3
NC(=O)c1c(NC(=O)CCS(=O)(=O)c2ccc(F)cc2)sc2c1CCCC2,28.6,0.0,9.7,-1.9
CC(=O)C1=C(C)OC(N)=C(C#N)C1c1ccc(N(C)C)cc1 (centres undefined),3.8,-0.1,9.9,-0.1
COC(=O)c1sccc1NC(=O)c1cc(Cl)ccc1Cl,10.6,0.2,13.7,-0.6
COc1cccc(CN2CCc3nnc(C(C)NC(=O)C(C)C)n3CC2)c1OC (centres undefined),3.5,-0.1,10.9,0.0
Cc1ccc(NC(=O)CSC2=NN3CCCC(=O)N=C3S2)cc1Cl,12.2,-0.1,13.0,0.5
Cc1sc(NC(=O)NC2CCCCC2)c(C(N)=O)c1C,-27.0,0.1,13.7,-1.4
CCOc1ccccc1C1C2=C(CC(C)(C)CC2=O)Nc2nc3ccccc3n21 (centres undefined),3.2,0.0,3.0,1.1

# Next compounds follow.
structure,TEAD-YAP block,FBW7 activator,MITF inh,GPR151 ag
COc1ccc(OC)c(C(=O)c2oc3ccccc3c2NC(=O)CSc2ccccn2)c1,-4.8,0.0,2.5,0.5
COc1ccc(NC(=O)Nc2ccc3ccccc3c2)c(OC)c1,-14.8,-0.1,0.8,-0.5
O=S(=O)(c1ccc2ccccc2c1)N1CCN(c2ncnc3sc(-c4ccccc4)cc23)CC1,5.9,0.0,-2.5,-1.6
O=C1NC(c2ccccc2)=N/C1=C/c1ccco1,-57.0,0.5,12.5,-0.6
CN1CCCN(C(=O)C2CC23CCN(Cc2cnc(-c4ccccc4)s2)CC3)CC1 (centres undefined),4.1,0.2,9.4,-1.7
CCNC(=O)c1cc2c(=O)n3cc(C)ccc3nc2n(CCc2ccccc2)c1=N,7.2,0.0,23.5,1.5
O=C1COc2ccc3ccccc3c2CN1,-4.4,-0.2,-4.0,0.1
O=C(NCc1ccccc1)c1cccc(OC2CCN(Cc3nccs3)CC2)c1,13.9,0.1,8.3,-1.2
O=C(Nc1nc(-c2nc3ccccc3s2)cs1)c1cccc(N2C(=O)CCC2=O)c1,-11.6,0.0,-5.6,0.9
CCOP(=O)(OCC)c1nc(Cc2ccc(OC)cc2)oc1NCc1ccco1,2.1,0.0,5.7,-0.1
COc1ccc(OC)c(S(=O)(=O)Nc2cccc(-c3cn4c(C)csc4n3)c2)c1,-7.4,0.0,-3.5,1.0
C=CCNC(=O)CCCOc1ccccc1OC,1.9,0.8,21.3,-0.5
CCOC(=O)CNC(=O)N1CCCC(C(=O)c2sccc2C)C1 (centres undefined),4.3,0.0,15.2,0.1
S=C(Nc1ccccn1)NC1CCCC1,4.7,-0.3,-11.6,0.2
COC(=O)[C@H](CSC(C)=O)NC(C)=O,1.4,0.0,1.7,-0.1
COC(=O)c1cc(-c2ccccc2)nc2nc(SC)[nH]c(=O)c12,0.9,0.0,7.5,-0.2
COc1ccccc1-c1cn2c(NC(=O)C(C)c3ccccc3)cnc2cn1 (centres undefined),-12.1,0.0,16.8,2.2
CCOC(=O)C1=C(C)NC2=C(C(=O)C(C(=O)OC)C(C)C2)C1c1ccc(OC)c(O)c1 (centres undefined),-13.9&4.2,-0.2&0.0,-3.1&1.8,0.5&-0.6
CC(=O)N(/N=C1\Sc2ccccc2C1=O)c1cccc(C)c1,-42.2,-0.1,-0.5,-1.1
O=C(Nc1cccc(F)c1)c1ccc(F)c(S(=O)(=O)N2CCOCC2)c1,0.7,0.0,17.4,0.9
Cc1ccc(C2c3c(-c4ccccc4O)n[nH]c3C(=O)N2CCCO)cc1 (centres undefined),-8.6,-0.1,-0.2,-1.6
CCOc1ccccc1CN1CCNC(=O)C1CC(=O)NCc1c(F)cccc1F (centres undefined),3.8,0.3,10.9,0.0
Cn1cccc1C=C1C(=O)c2ccccc2C1=O,-7.8,-0.1,14.3,-0.6
CCOc1ccc(OCCN2CCNCC2)cc1,-2.5,-0.3,12.2,-0.3
O=C(NCCc1nnc2n1CCN(Cc1cccc(OCCO)c1)CC2)C1CCCCC1,-1.5,-0.2,1.2,2.4
C=CCN(c1ccc(C(=O)NCCOC)cc1)S(C)(=O)=O,-2.5,0.0,1.1,0.8
Cc1[nH]c2ccccc2c1SCC(=O)Nc1ccc(F)cc1,-5.5,-0.3,9.9,-0.7
O=C(CCN1CCOCC1)c1sc(Cl)c(Cl)c1Cl,10.7,0.1,9.1,0.0
Cc1nn(C)c(C)c1S(=O)(=O)N1CCN(c2cccc(Cl)c2)CC1,10.3,0.1,-29.6,-0.7
COCCOC(=O)C1=C(C)NC(C)=C(C(=O)OCCOC)C1c1cn(-c2ccccc2)nc1-c1ccccc1,7.8,0.0,2.3,-1.4
CC(=O)Nc1ccc(N=C2NC(=O)/C(=C\c3ccc(C)o3)S2)cc1,-6.7,-0.2,3.8,-1.1
COc1ccc(NC(=O)CSc2ccc3nnc(-c4ccc(OC)cc4)n3n2)cc1,-19.5,0.1,-7.5,1.0
O=C(CCc1nnc(C2CCCCC2)o1)NCCCOc1cccnc1,-2.4,-0.1,-10.6,0.1
CC1=C(C(=O)Nc2ccccc2)C(c2ccc(C)c([N+](=O)[O-])c2)C2=C(CCCC2=O)N1 (centres undefined),6.2,-0.1,10.9,-0.2
O=C(NC1CCCC1)c1nnc(-c2ccccc2)o1,-17.9,-0.1,13.8,-2.4
O=C1C(=O)N(c2nncs2)C(c2ccccc2Cl)/C1=C(\O)c1ccc(F)cc1 (centres undefined),7.2,0.0,13.6,0.5
O=C(N/N=C/c1cccc([N+](=O)[O-])c1)c1cccc(Br)c1,3.3,0.1,11.5,2.3
Nc1c(C(=O)Nc2ccc(F)cc2)sc2nc3c(c(-c4cccs4)c12)CCCCC3,-3.4,0.3,7.4,-0.2
CCN(Cc1nc(-c2cccc(C)c2)no1)C(=O)Nc1ccc(Cl)cc1,1.4,0.0,6.5,-0.2
CCN(CC)c1ccc2cc(-c3nc4ccccc4[nH]3)c(=N)oc2c1,76.8*,0.1,-5.2,-1.3
O=C(CNC(=O)c1cccc(F)c1)N/N=C/c1ccc(OC(=O)c2ccccc2)cc1,-4.7,1.4,-13.5,0.0
Nc1ccc(C(=O)NCc2ccco2)cc1[N+](=O)[O-],5.0,0.1,8.1,0.3
Cc1ccc2c(c1)NC(=O)C(O)(C(F)(F)F)O2 (centres undefined),-2.6,-0.1,7.1,3.0
O=C(O)C1C2C=CC(O2)C1C(=O)NCCc1cccc(Cl)c1 (centres undefined),14.7,0.9,8.6,-2.2
CC(C)CCNS(=O)(=O)c1ccc2c(c1)C(=O)C(=O)N2,10.3,-0.2,10.7,1.8
O=C(Cn1c(=O)c2cccn2c2ccccc21)N1CCc2ccccc21,-6.8,-0.3,-5.3,0.3
CCOC(=O)N1CCN(c2c(NCCCN3CCN(CC)CC3)c(=O)c2=O)CC1,6.2,-0.1,-1.5,1.5

# Given with values under each structure: part of the list above.
# Results follow in this order: TEAD-YAP block | FBW7 activator | MITF inh | GPR151 ag
> CCOc1ccc(OCCN2CCNCC2)cc1
 : -2.5 | -0.3 | 12.2 | -0.3
> O=C(NCCc1nnc2n1CCN(Cc1cccc(OCCO)c1)CC2)C1CCCCC1
 : -1.5 | -0.2 | 1.2 | 2.4
> C=CCN(c1ccc(C(=O)NCCOC)cc1)S(C)(=O)=O
 : -2.5 | 0.0 | 1.1 | 0.8
> Cc1[nH]c2ccccc2c1SCC(=O)Nc1ccc(F)cc1
 : -5.5 | -0.3 | 9.9 | -0.7
> O=C(CCN1CCOCC1)c1sc(Cl)c(Cl)c1Cl
 : 10.7 | 0.1 | 9.1 | 0.0
> Cc1nn(C)c(C)c1S(=O)(=O)N1CCN(c2cccc(Cl)c2)CC1
 : 10.3 | 0.1 | -29.6 | -0.7
